Pol eta inh: qHTS for Inhibitors of Polymerase Eta; actives 1.2% (n = 390,000); DNA polymerase eta (Homo sapiens), Q9Y253; recombinant Pol eta, fluorescent DNA replication assay; AID 588591, 2011; Potency, µM (titrated, usually from 114 µM), for the others: top-dose activity change, negative = inhibition, usual class: inhibitors; further: potency means the concentration at half of the fitted maximal effect; on the % scale 0 is the no-effect control and ±100 the full control effect
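Pol eta (10 nM) was preincubated with compounds for 15 min at room temperature, after which fluorescent replication substrate (50 nM final) was added to start the reaction. Fluorescence was read kinetically at 0 and 10 min.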
Pol kappa inh: qHTS for Inhibitors of Polymerase Kappa; purified Pol kappa, fluorescent DNA synthesis assay, 10 min; Potency, µM (titrated, usually from 107 µM), inactives show top-dose activity, negative = inhibition, usual class: inhibitors; actives 0.53% (n = 400,000); AID 588579, 2011; further: potency means the concentration at half of the fitted maximal effect; on the % scale 0 is the no-effect control and ±100 the full control effect
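Inhibition of 10 nM Pol kappa is measured by a fluorescent read-out at 0 and 10 min following addition of 50 nM substrate (final), with a 15-min room-temperature compound preincubation.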
Apoferritin bind: qHTS Assay for Identification of Novel General Anesthetics. Ferritin light chain (Equus caballus), P02791. apoferritin/1-aminoanthracene competitive binding, fluorescence. Potency, µM (doses to about 77.5 µM), for inactives: at the highest dose activity change, negative = displacement, hits mostly inhibitors. actives 0.074% (n = 350,000); further: potency means the concentration at half of the fitted maximal effect; on the % scale 0 is the no-effect control and ±100 the full control effect; nearly all actives have a fitted effect of over 20% in size
Target sequence (P02791 2-175 limits assumed): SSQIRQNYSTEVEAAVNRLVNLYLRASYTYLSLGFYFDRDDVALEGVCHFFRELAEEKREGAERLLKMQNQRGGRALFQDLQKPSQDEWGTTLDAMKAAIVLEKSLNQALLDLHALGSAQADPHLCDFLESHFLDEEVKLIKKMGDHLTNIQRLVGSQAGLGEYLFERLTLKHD
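In PBS, apoferritin at 10 uM is loaded with 1-AMA from a 50% saturated solution. After 10 min of compound exposure at ambient temperature, reduced 535 nm fluorescence indicates probe displacement.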
POLB inh: qHTS Assay for Inhibitors of DNA Polymerase Beta. P06746. Pol beta primer extension/strand displacement, fluorescence kinetic. Potency, µM (doses to about 114 µM), for the others: at the highest dose activity change, negative = inhibition, hits mostly inhibitors. actives 1.3% (n = 340,000); further: potency means the concentration at half of the fitted maximal effect; on the % scale 0 is the no-effect control and ±100 the full control effect
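Enzyme-only controls used 10 nM Pol beta; buffer lacking enzyme served as negative control. Compound preincubated 15 min, then 50 nM substrate added; 0 and 10 min reads at room temperature.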
LDHA inh: qHTS assay for inhibitors of human lactate dehydrogenase. L-lactate dehydrogenase A chain (Homo sapiens), P00338. purified LDHA, NADH/diaphorase-resazurin fluorescence; active compounds read low. activity change, % (values are at about 110 or 230 µM). actives 0.15% (n = 480,000). AID 1347041, 2019; in the data active means activity change below about -30%; inconclusive means mostly about -25% to -30%;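 further: plate controls were DMSO wells for no effect and wells without enzyme for full effect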
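Remaining NADH was detected by diaphorase (0.133 mg/mL) converting 37 µM resazurin to fluorescent resorufin, read at 0 and 20 minutes. The preceding 5-minute room-temperature reaction used 2 nM LDHA, 0.2 mM sodium pyruvate and 0.06 mM NADH at pH 7.4.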
APEX1 inh: qHTS Assay for Inhibitors of the Human Apurinic/apyrimidinic Endonuclease 1 (APE1); recombinant APE1, TAMRA/BHQ-2 abasic DNA cleavage fluorescence; Potency, µM (doses to about 65.8 µM), for inactives: at the highest dose activity change, negative = inhibition, hits mostly inhibitors; actives 0.35% (n = 350,000);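 further: potency means the concentration at half of the fitted maximal effect; plate controls were vehicle for no effect and reference inhibitor for full effect; nearly all actives have a fitted effect of over 55% in size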
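Incision of a quenched TAMRA/BHQ-2 THF abasic-site duplex (50 nM) by 0.75 nM APE1, after 15 min compound preincubation, measured as fluorescence increase over three 60 s reads. Values normalized to buffer, DMSO and NSC13755 control wells.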
RGS4 inh: Inhibitors of Regulator of G Protein Signaling (RGS) 4: qHTS | AID 504845, 2011 | Transcreener GDP fluorescence polarization, RGS4-accelerated GTP hydrolysis | Potency, µM (series often up to 114 µM), inactives show at the top dose activity change, negative = inhibition, actives largely listed as inhibitors | actives 0.039% (n = 390,000); further: potency means the concentration at half of the fitted maximal effect; on the % scale 0 is the no-effect control and ±100 the full control effect; nearly all actives have a fitted effect of over 75% in size; some results filed as inactive show a strong effect at the top dose
Target sequence (P49798 whole entry, looked up): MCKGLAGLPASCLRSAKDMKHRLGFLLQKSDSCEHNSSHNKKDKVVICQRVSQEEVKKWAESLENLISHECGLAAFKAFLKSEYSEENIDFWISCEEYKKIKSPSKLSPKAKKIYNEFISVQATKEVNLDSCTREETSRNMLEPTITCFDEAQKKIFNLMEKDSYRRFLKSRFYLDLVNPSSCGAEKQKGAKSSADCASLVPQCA
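MLSMR compounds (23 nl, pin-transferred) preincubated 10 min at room temperature with a 500nM (2x) first reagent, then RGS4 at 900nM (2x) plus Transcreener GDP mix added; fluorescence polarization (620/688 nm) read before and after 90 min at 30 °C.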
ERG Ets-DNA blk: qHTS for Small Molecule Inhibitors of the ERG Ets/DNA interaction; Transcriptional regulator ERG (Homo sapiens), P11308; actives 0.028% (n = 370,000); Potency, µM (highest dose often 76.9 µM), without a hit: top-dose FP activity, negative = inhibition, most hits filed as inhibitors; fluorescence polarization, His-ERG Ets domain / labelled DNA; AID 624246, 2012; active means well fitted inhibition curve with a large enough effect in the polarisation, with a control signal flat; inconclusive means small, poorly fitted or top-dose-only effect, or effect the other way, or a change in a side signal; inactive means no such curve, though single readings can be large or run the other way; the % refers to the polarisation;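 further: polarization taken with two DNA probes labelled with fluorescein and Texas red; potency means the concentration at half of the fitted maximal effect; % of control where 0% means no effect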
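His-tagged ERG Ets domain (1 uM in the protein solution; 300mM KCl, 50mM Tris-HCl, 1mM EDTA, 1mM DTT, pH 7.5) received compound, then a probe mix of 5 nM fluorescein-DNA and 100nM Texas-615-DNA. Fluorescence polarization was read for both dyes.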
ALOX12 inh: Primary qHTS assay for inhibitors of human arachidonate 12S-lipoxygenase (ALOX12): Round 2; purified 12hLO, xylenol orange hydroperoxide absorbance; Polyunsaturated fatty acid lipoxygenase ALOX12 (Homo sapiens), P18054; Potency, µM (highest dose often 108 µM), for the others: at the top dose activity change, negative = inhibition, usual class: inhibitors; actives 1.1% (n = 580,000); further: potency means the concentration at half of the fitted maximal effect; on the % scale 0 is the no-effect control and ±100 the full control effect
Target sequence (P18054 whole entry, looked up): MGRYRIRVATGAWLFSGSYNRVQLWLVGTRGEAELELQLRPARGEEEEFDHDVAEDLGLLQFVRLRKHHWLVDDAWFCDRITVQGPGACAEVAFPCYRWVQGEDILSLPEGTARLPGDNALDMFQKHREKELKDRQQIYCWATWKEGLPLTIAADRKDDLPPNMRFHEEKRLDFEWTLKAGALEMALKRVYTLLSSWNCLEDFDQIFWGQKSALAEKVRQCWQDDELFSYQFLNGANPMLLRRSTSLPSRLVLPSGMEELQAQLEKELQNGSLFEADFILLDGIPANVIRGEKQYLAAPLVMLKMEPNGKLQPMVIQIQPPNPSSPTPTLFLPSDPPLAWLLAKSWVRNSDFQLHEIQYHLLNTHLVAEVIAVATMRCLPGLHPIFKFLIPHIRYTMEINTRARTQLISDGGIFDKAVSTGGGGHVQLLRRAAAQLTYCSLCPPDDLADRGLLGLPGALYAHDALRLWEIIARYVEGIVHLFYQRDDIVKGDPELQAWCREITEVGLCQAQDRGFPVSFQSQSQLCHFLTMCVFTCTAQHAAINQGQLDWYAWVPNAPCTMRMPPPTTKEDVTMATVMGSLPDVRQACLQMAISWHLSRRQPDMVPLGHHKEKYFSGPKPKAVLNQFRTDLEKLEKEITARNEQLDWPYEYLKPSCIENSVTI
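Purified human 12hLO (150 nM final) in 25 mM Hepes, 0.01% Triton X-100, pH 7.0 was preincubated 15 min at room temperature with compound. Then 40 uM arachidonic acid was added, 30 min. Hydroperoxide was read by Fe-XO absorbance ratio 573/405 nm.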
Active calls of the source: *; ? = inconclusive; nt = not tested or not shown; & = joins results of further samples; [ ] = another dose, or the depositor's remark. Unless noted, the call rests on the fitted dose curve; in most records, active means well fitted curve in the direction sought with a large enough effect; inconclusive means small, poorly fitted or top-dose-only effect, or another doubt; inactive means no such curve, though single readings can be large; an effect the other way counts as inactive or inconclusive. These rows are one share of the data (hit frequency here may not be typical).

Under each structure: RGS4 inh | POLB inh | ALOX12 inh | ERG Ets-DNA blk | Apoferritin bind | APEX1 inh | Pol kappa inh | Pol eta inh | LDHA inh
CCN(Cc1ccccc1)C(=O)COC(=O)c1cc(S(=O)(=O)Nc2ccccc2OC)ccc1O
 : 0% | nt | 1% | 4% | nt | 0% | 6% | -18% | 2
Cc1cc(S(=O)(=O)N2CCOCC2)ccc1F
 : ? | -9% | 0% | 8% | 0% | 1% | 6% | -5% | 0
FC(F)(F)c1nc(N2CCCC2)ncc1-c1nnnn1-c1ccc(Cl)cc1
 : -40% | 24% | -6% | 2% | ? | 13% | -5% | -12% | 1
CCCNC(=O)Cn1cnc2sc(C(=O)Nc3ccc4c(c3)OCO4)c(C)c2c1=O
 : 3% | 13% | -17% | 9% | 0% | -2% | -5% | 7% | -3
CC(C)[C@H]1C(=O)Nc2ccccc2N1C(=O)N[C@@H](Cc1ccccc1)C(=O)N[C@@H](Cc1ccccc1)C(=O)O
 : -15% | -10% | -18% | 5% | -2% | -7% | 16% | -8% | 4
CSc1ccc(NC(=O)CSc2nc3[nH]c(=O)cc(O)c3s2)cc1
 : -27% | nt | 22% | -1% | nt | 8% | 56µM* | 40µM* | 3
Cc1cc(C)nc(SCC(=O)c2cc3ccccc3oc2=O)n1
 : -39% | -1% | 0% | 13% | -22% | 4% | -12% | -17% | -1
CC(C)(C)C(=O)COC(=O)c1cc(S(=O)(=O)N2CCCCC2)ccc1N1CCOCC1
 : 41% | nt | 4% | 5% | nt | -15% | -10% | -3% | -1
COc1ccc(OC)c(S(=O)(=O)NCC(c2cccs2)S(=O)(=O)c2ccc(F)cc2)c1 (centres undefined)
 : -53% | 1% | -26% | -5% | 24% | nt | -1%[60.1 µM] | -18% | 13
S=c1[nH]nc(-c2ccc3ccccc3n2)n1-c1ccc(Cl)cc1
 : ? | -1% | -16% | 6% | -5% | 7% | 3% | -15% | 0
COCCN1CCN(C(=O)c2ccc3nc(Cc4ccccc4F)oc3c2)CC1
 : 15% | -16% | 2% | -9% | -7% | 36% | -10% | -7% | -11
CC(=O)c1c(C)[nH]c(C(=O)CSc2nnc(CN3CCCCCC3=O)n2-c2ccccn2)c1C
 : 12% | 32% | 0% | nt | -9% | -2% | -3% | 7% | -1
Cc1cccc(OCC(=O)NS(=O)(=O)c2ccc(Br)cc2)c1
 : 40% | 13% | -12% | 7% | -8% | 17% | -34% | -6% | -7
CC(Oc1cc(F)ccc1[N+](=O)[O-])C(=O)N(C)CC(=O)Nc1ccccc1C(F)(F)F (centres undefined)
 : 21% | 0% | 120% | 7% | -6% | -2% | -4% | -6% | -14
O=C(COc1ccc2ccc(=O)oc2c1)Nc1cc([N+](=O)[O-])ccc1F
 : 12% | nt | -4% | -1% | nt | 6% | -16% | -17% | -5
O=C(NCC1CCCO1)C(c1ccco1)N(Cc1ccc(F)cc1)C(=O)CN1C(=O)c2ccccc2S1(=O)=O (centres undefined)
 : 4% | 23% | -61% | -18% | 1% | 19% | -2% | -11% | -7
CCOC(=O)c1oc2ccccc2c1CN1CCN(C(=O)c2ccccc2)CC1
 : -19% | -9% | 13% | -5% | -10% | 1% | 11% | -14% | 3
O=C(CSc1nc2ncccc2[nH]1)Nc1ccc2c(c1)OCO2
 : -17% | 17% | 0% | -7% | -9% | 13% | 1% | -14% | -2
Cc1ccc(NC(=O)c2cc(S(=O)(=O)N3CCc4ccccc43)cn2C)c(Cl)c1
 : 17% | 7% | -15% | -2% | 59%[activator] | nt | -3% | -17% | -1
COCCn1c(Sc2ccccc2)nc2c1c(=O)[nH]c(=O)n2C
 : 3% | 23% | 0% | 9% | -11% | 0% | -4% | -14% | -4
CCCCNC(=O)Nc1nc(SCC(=O)OCC)n[nH]1
 : -13% | 16% | -5% | 2% | -2% | ? | -15% | -24% | -7
Cc1ccc(-c2cn(-c3ccccc3)c(=S)[nH]2)cc1C
 : -23% | -6% | 35µM* | -10% | -12% | 5% | -23% | -12% | -8
O=S(=O)(c1ccccc1)N1CCN(C(=S)Nc2ccccc2)CC1
 : -24% | -28% | 438%[activator] | -2% | -16% | 26% | -4% | -12% | -18
CC#CCC(CC#CC)c1nc2ccccc2c(=O)n1N
 : 11% | 0% | -20% | -1% | -12% | 0% | -5% | 3% | -8
COC(=O)c1c(-c2ccccc2)csc1N
 : -21%[56.9 µM] | 12% | ? | -2% | -15% | 0% | -9% | -3% | 9
COc1ccc(OC)c(C2CC(=O)N3CN(c4ccccc4F)CSC3=C2C#N)c1 (centres undefined)
 : ? | 6% | ? | 8% | ? | ? | 6% | 4% | 6
CCOC(=O)OC(C)OC(=O)[C@@H]1N2C(=O)[C@@H](NC(=O)[C@H](N)c3ccccc3)[C@H]2SC1(C)C (some centres undefined)
 : -4% | nt | 41%[activator] | 26% | nt | 23% | 0% | -23% | -7
CN(C)c1ccc(C(=O)OCC#CCSc2nnc(-c3cccc4ccccc34)o2)cc1
 : -9% | nt | 2% | nt | nt | 6%&10% | 5% | 2% | -2
Cc1cccc(CCNc2ncnc3onc(-c4ccc(Cl)cc4)c23)c1
 : -2% | 30%[activator] | -14% | -5% | 5% | nt | -10% | -23% | -6
C=C(C)C(=O)Nc1cccc(C2=NOC3(C2)C[C@@H](C(N)=O)N(C(=O)c2ccc(OC)cc2)C3)c1 (some centres undefined)
 : -10% | 2.8µM* | nt | -11% | 3% | ? | 14µM* | 2.8µM* | -2
CC(=O)Nc1ccc(S(=O)(=O)NCc2nc(-c3ccccc3C)no2)cc1
 : 19% | 7% | -3% | -5% | -8% | 51%[activator][12.4 µM] | -8% | 12% | -6
CC1CCc2c(sc3c2C2=NS(=O)(=O)CCN2C=N3)C1 (centres undefined)
 : -1% | -1% | 2% | 0% | -11% | -2% | -14% | -7% | -2
Cc1nnsc1C(=O)Nc1cccc(Cl)c1
 : 14% | 34% | 2% | -1% | -7% | 13% | -16% | -8% | 1
Cc1ccc(CNC(=O)CCC(=O)Nc2nnc(C)s2)cc1
 : 10% | 54% | 7% | 8% | -8% | -8% | -20% | -5% | -6
C=CCn1cccc(C(=O)Nc2ccc(OC)cc2OC)c1=O
 : ? | 34% | 0% | 8% | -6% | 20% | -3% | -10% | 1
COc1ccc(C(=O)Oc2cc(C(=S)N3CCOCC3)ccc2OC)cc1
 : -31% | 41% | ? | -2% | -24% | -13% | -3% | -10% | -7
CCCC(=O)N1CCC(CCC(=O)NC2CC2)CC1
 : -7% | 13% | 11% | -1% | -42% | -3% | -10% | -2% | -6
O=C1/C(=C/c2ccc([N+](=O)[O-])cc2)Oc2cc(O)ccc21
 : ? | -30% | -42% | 18% | -10% | 11% | -4% | -24% | -24
O=C(Nc1ccccc1F)C1CCCN(S(=O)(=O)c2cccc3cccnc23)C1 (centres undefined)
 : 7% | -12% | 125%[activator] | -1% | -17% | -6% | -22% | -11% | -6
O=C(CSC(=S)N1CCCCC1)N1N=CCC1c1ccccc1 (centres undefined)
 : 8% | -1% | 0% | 0% | ? | 12% | 0% | -12% | -2
Cc1nc(SCC(=O)Nc2nnc(C(C)C)s2)n[nH]1
 : 15% | 0% | 7% | 1% | -3% | 17% | -8% | -13% | -14
CCOC(=O)[C@@H]1[C@H]2COc3cc(OC)ccc3[C@H]2N2C(=O)N(c3ccc(F)cc3)C(=O)[C@]12C
 : -4% | -2% | nt | 13% | -1% | 25% | 5% | -21% | 2
CCOC(=O)C1=C(C)NC(C)=C(C(=O)OCC)C1C(=O)O
 : 24% | ? | -22% | 1% | -12% | 1% | -4% | -19% | -3
CCN(c1ccc(C(=O)CSc2nnc(C3CC3)n2C2CC2)cc1)S(C)(=O)=O
 : ? | nt | 29% | 0% | nt | -13% | -12% | -17% | 0
O=C(CSc1nc2ccccc2n1CC(=O)NCc1ccccc1)NCc1ccco1
 : 14% | -11% | -15% | 3% | 5% | -4% | -18% | 0% | -7
CN(Cc1c(F)cccc1Cl)C(=O)CNC(=O)c1cccs1
 : -1% | -2% | 1% | -3% | -22% | 39% | -9% | -8% | -6
O=C(Nc1ccc(OC(F)(F)F)cc1)c1ccc2nccnc2c1
 : 24% | 2% | -2% | 2% | -13% | 12% | -17% | -8% | -1
CC(=O)Nc1ccc2oc(-c3ccccc3)nc2c1
 : 25% | 45%[activator] | -7%&10% | -4% | -1% | 11% | -18% | -9% | 4&-6
N#Cc1ccc(OCC(=O)Nc2ccccc2NS(=O)(=O)c2cccs2)cc1
 : -16% | 0% | -26% | -6% | -10% | 5% | -6% | ? | 6
COc1ccccc1NC(=O)CC(C)n1nc(C)cc1C (centres undefined)
 : 6% | 29% | 7% | -1% | -3% | nt | 0% | 7% | 9
Oc1c(N=NC(=S)Nc2ccccc2F)c2ccccc2n1Cc1ccc(F)cc1
 : -44% | 5% | -18% | 9% | -3% | -5% | 8% | -2% | 1

Source: PubChem (National Center for Advancing Translational Sciences (NCATS))
